Bioassay records (PubChem BioAssay)
L3MBTL1 inh – inhibitors of human L3MBTL1; Q9Y468; AlphaScreen L3MBTL1–H3K9me1 peptide binding; Potency, µM (series often up to 57.1 µM), inactives show at the highest dose activity, negative = inhibition, most hits filed as inhibitors; hit rate 0.66% among 230,000; note: potency is the fitted concentration of half-maximal effect; % is set by controls: 0 for no effect and ±100 for the full control effect; nearly all actives have a fitted effect of over 60% in size
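L3MBTL1 (50 nM) pre-complexed 30 min with biotinylated H3(1-15)K9me1 peptide (75 nM), then compounds added for 30 min at room temperature; AlphaScreen streptavidin donor/nickel chelate acceptor beads (10 ug/mL final) read after 30 min dark incubation.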
Epigenetic derep – regulators of epigenetic silencing causing reporter derepression in mouse cells; murine LDR cells, GFP reporter derepression, 30 h; Potency, µM (doses to about 53.9 µM), for the others: at the top dose GFP activation, actives largely listed as activators; hit rate 0.2% among 280,000; note: potency is the fitted concentration of half-maximal effect; % of control where 0% means no effect; nearly all actives have a fitted effect of over 60% in size
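Readout is the number of GFP-expressing murine LDR cells, counted by cytometry following washing. Cells were treated with compound for 30 h at 37 C; the stably integrated CMV-GFP locus is normally silent.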
CBFb-RUNX1 inh – blocks binding between human CBF-beta and RUNX1. Q01196+Q13951. AlphaScreen CBFb-His/RUNX1-biotin binding, biochemical. 230,000 tested, under 10 active. Potency, µM (titrated, usually from 59.8 µM), for the others: at the highest dose activity, negative = inhibition, most hits filed as inhibitors. AID 1477; note: % of control where 0% means no effect
Target sequence (Q01196 whole entry, looked up): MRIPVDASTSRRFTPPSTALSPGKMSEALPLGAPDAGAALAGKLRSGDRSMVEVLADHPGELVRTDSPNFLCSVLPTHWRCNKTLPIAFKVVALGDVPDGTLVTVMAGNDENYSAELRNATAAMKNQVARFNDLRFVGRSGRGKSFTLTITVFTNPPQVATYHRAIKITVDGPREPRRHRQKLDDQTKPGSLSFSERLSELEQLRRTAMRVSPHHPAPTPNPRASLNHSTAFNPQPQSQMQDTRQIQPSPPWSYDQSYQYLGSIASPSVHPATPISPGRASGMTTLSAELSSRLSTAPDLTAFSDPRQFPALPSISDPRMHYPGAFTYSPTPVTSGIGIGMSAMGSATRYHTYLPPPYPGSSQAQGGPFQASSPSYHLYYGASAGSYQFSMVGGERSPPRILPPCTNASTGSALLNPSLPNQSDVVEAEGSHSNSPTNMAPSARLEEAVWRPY
Target sequence (Q13951 whole entry, looked up): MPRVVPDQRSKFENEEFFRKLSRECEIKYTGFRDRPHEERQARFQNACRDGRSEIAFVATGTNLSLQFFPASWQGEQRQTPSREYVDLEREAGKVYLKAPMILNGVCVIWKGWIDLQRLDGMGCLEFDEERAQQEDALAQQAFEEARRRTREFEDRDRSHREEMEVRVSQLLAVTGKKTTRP
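AlphaScreen binding: CBFb-His and RUNX1-biotin (30 nM each) preincubated 20 min, compound added for 15 min, then nickel and streptavidin beads for 90 min, all at room temperature. Disruption of the interaction by any mechanism counts as activity.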
HttQ103 aggreg – reduces HttQ103-GFP aggregates in PC12 cells; PC12 HttQ103-GFP aggregates, Acumen cytometry, 40 h; Potency, µM (titrated, usually from 46.1 µM), for the others: at the highest dose activity change, negative = inhibition, actives largely listed as inhibitors; hit rate 1.1% among 220,000; AID 1688; note: potency is the fitted concentration of half-maximal effect; % is set by controls: 0 for no effect and ±100 for the full control effect; nearly all actives have a fitted effect of over 60% in size
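Multiplexed with ATP-based cell death, this channel scores GFP aggregates in PC12 cells expressing inducible HTTex1-Q103-GFP. Induction used 100 nM tebufenozide; compounds were tested in concentration series.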
Luc counter – Kinase-Glo luciferase inhibition (counter-screen). Kinase-Glo luciferase, ATP luminescence, 8 min. Q27757. hit rate 0.28% among 200,000. Potency, µM (titrated, usually from 38.3 µM), inactives show at the highest dose activity change, negative = inhibition, hits mostly inhibitors; note: potency is the fitted concentration of half-maximal effect; % is set by controls: 0 for no effect and ±100 for the full control effect; nearly all actives have a fitted effect of over 60% in size
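Kinase-Glo luciferase light output from ATP and luciferin was measured with 10 uM ATP, within the enzyme's linear range. Buffer: 50 mM imidazole pH 7.2, 50 mM KCl, 7 mM MgCl2, 0.01% Tween 20, 0.05% BSA; luminescence read after 8 min at ambient temperature.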
NPSR antagonist – blocks cAMP signaling of the human neuropeptide S receptor; CHO-NPSR cells, cAMP TR-FRET, antagonist mode; Potency, µM (doses to about 38.3 µM), without a hit: at the highest dose activity change, negative = inhibition, actives largely listed as inhibitors; hit rate 1% among 220,000; AID 1461; note: potency is the fitted concentration of half-maximal effect; % is set by controls: 0 for no effect and ±100 for the full control effect; nearly all actives have a fitted effect of over 50% in size; many of its hits are not listed in these tables
Target sequence (Q6W5P4 whole entry, looked up): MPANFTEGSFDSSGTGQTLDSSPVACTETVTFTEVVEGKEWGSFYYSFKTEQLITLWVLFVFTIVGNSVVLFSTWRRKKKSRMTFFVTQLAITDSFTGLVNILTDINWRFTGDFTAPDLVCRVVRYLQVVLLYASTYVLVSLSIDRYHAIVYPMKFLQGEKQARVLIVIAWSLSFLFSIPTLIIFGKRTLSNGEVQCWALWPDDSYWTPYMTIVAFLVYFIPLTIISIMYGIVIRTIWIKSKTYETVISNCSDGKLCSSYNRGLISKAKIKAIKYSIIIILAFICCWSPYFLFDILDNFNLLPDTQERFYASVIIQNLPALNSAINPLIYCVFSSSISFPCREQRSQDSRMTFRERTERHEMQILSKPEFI
IMPase Li inh – membrane-permeable IMPase blocker, potentiated with lithium; CHO-M1 cells, IP1 TR-FRET (IP-One), carbachol + lithium; Potency, µM (top dose mostly 59.4 µM), for the others: top-dose activity, negative = IMPase inhibition, usual class: inhibitors; hit rate 0.35% among 210,000; AID 1457;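 note: IP1 builds up when IMPase is blocked and the TR-FRET signal falls; potency is the fitted concentration of half-maximal effect; plate controls were basal vehicle for no effect and high inhibitor control for full effect; nearly all actives have a fitted effect of over 50% in size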
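CHO cells stably expressing M1 receptor (2000/well) were cultured 16–30 h, then exposed to compounds with a small lithium addition for 30 min at 37C. IP1 was measured by TR-FRET competition; AC50 from Hill fits.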
Numbers without * were called inactive; ? = inconclusive; · = no result given; & = joins results of further samples; [ ] = another dose, or the depositor's remark. Calls come from the whole dose curve; as a rule, active = well fitted curve in the direction sought with a large enough effect; inconclusive = small, poorly fitted or top-dose-only effect, or another doubt; inactive = no such curve, though single readings can be large; an effect the other way counts as inactive or inconclusive. These rows are one share of the data (hit frequency here may not be typical).

SMILES | L3MBTL1 inh | Epigenetic derep | CBFb-RUNX1 inh | HttQ103 aggreg | Luc counter | NPSR antagonist | IMPase Li inh
O=C(NC(=S)NCCC1=CCCCC1)c1cncc(Br)c1 | -1% | 1.1% | 0% | 22% | 3% | -37% | 16%
CCOc1cccc(-c2nnc(SCC(=O)Nc3ccc(OC)c(OC)c3)n2N)c1 | 7% | -1.0% | 0% | 3% | 10% | -19%[46.1 µM] | 1%[38.3 µM]
CC1CN(S(=O)(=O)c2cccc(-c3cn4cccnc4n3)c2)CC(C)O1 (configuration not stated) | -7% | 0.6% | 3% | 6% | -5% | -16%[46.1 µM] | ?
C=CCn1c(C)cc(C(=O)COC(=O)c2ccc(N)c([N+](=O)[O-])c2)c1C | -3% | 0.0% | -3% | 14% | -1% | -7% | 10%
Cn1nc(NC(=O)C(F)(F)F)c2ncc(-c3ccc(Cl)cc3)nc21 | · | -1.1% | 9% | -17%[9.22 µM] | · | 2% | ·
COc1ccccc1-n1c(=S)sc2c(=O)n(Cc3ccco3)c(SC)nc21 | 1%[11.4 µM] | -2.1% | -22% | 21% | -2% | ? | 33%[activator][38.3 µM]
CN(C)c1ccc(N2CC(C)(C)C2=O)cc1 | 11% | 2.3% | 4% | -2% | 1% | 1% | ?
Cc1c(Nc2cc(N3CCOCC3)c3nonc3c2[N+](=O)[O-])c(=O)n(-c2ccccc2)n1C | -7% | -1.5% | 17% | 17% | 0% | 3% | 4%
COC(=O)Nc1cc(C)n(-c2ccccc2)n1 | -1% | 2.1% | 3% | -3%[9.22 µM] | · | -18% | ·
O=C(CSc1nnc(-c2c[nH]c3ccccc23)n1-c1ccc(F)cc1)NCc1ccco1 | -7% | -1.0% | -7% | 0% | 4% | -11% | 13%
Cc1ccc(CNC(=O)CCCC(=O)O)cc1 | · | 0.0% | 1% | 28% | 3% | 4%[46.1 µM] | 4%[38.3 µM]
O=C(CNC(=O)c1cccs1)NC1=NCCS1 | -6% | 0.0% | 0% | -8% | -4% | -9%[46.1 µM] | 18%[38.3 µM]
O=C1S/C(=C\c2ccc(Cl)cc2)C(=O)N1CCn1cnnn1 | -2% | -1.4% | 10% | 3% | 2% | 23% | 10%
O=[N+]([O-])c1ccccc1S(=O)(=O)N1CCN(Cc2ccc3c(c2)OCO3)CC1 | -15% | -0.4% | 11% | -7% | -2% | 6% | 10%
CCOc1ccc(S(=O)(=O)N(CC(=O)NCC(F)(F)F)Cc2ccco2)cc1 | 3% | -1.0% | 4% | 11% | -1% | 3% | -5%
COC(=O)c1sc(S(=O)(=O)N2CCC(C(N)=O)CC2)c(C(=O)OC)c1C | · | 2.0% | 2% | -2% | -2% | -6%[46.1 µM] | 22%[38.3 µM]
CCOC(=O)N1CCN(/C=C(\C#N)c2nc3ccccc3s2)CC1 | -9% | 7.9% | -8% | -13% | -4% | 3%[7.67 µM] | -24%[38.3 µM]
CCC(C)[C@H](NC(=O)NCc1ccco1)C(=O)OC (some centres not stated) | -1% | 0.0% | 3% | 15%[9.22 µM] | · | -17% | ·
O=C(NCc1cccnc1)C(=O)Nc1nc2ccccc2s1 | · | -2.4% | 5% | -5% | 0% | -11% | 7%
CC(=O)Nc1ccc(-c2nnc(SCc3ccccc3C#N)n2C)cc1 | · | 0.0% | 2% | 17% | -2% | -1%[46.1 µM] | 4%[38.3 µM]
CC(=O)Nc1ccc(S(=O)(=O)N[C@@H](C)C(=O)OCc2cc([N+](=O)[O-])cc3c2OCOC3)cc1 | · | -1.2% | 4% | -25%[9.22 µM] | · | 0% | ·
Cc1ccc2ncccc2c1 | -7% | · | -7%[21.7 µM] | · | · | · | -5%
Cc1ccc(N=C2CCCCCN2C)c(C#N)c1 | -18% | -1.0% | 14% | 11% | -2% | 23% | 9%
Cc1ccc(C2C(C#N)=C(N)Oc3nc(-c4ccccc4)[nH]c32)o1 (configuration not stated) | -8% | -3.2% | -3% | 12% | 1% | -3%[46.1 µM] | -2%[38.3 µM]
CC(=O)c1ccc(OC(C)C)c(CN2CCCCC2)c1 | · | -1.0% | 3% | -18% | 1% | 5%[46.1 µM] | 22%[38.3 µM]
CCOc1ccc(NC(=O)CS(=O)CC(=O)NC2CCCc3ccccc32)cc1 (configuration not stated) | -5% | -8.9% | 2% | 12% | -1% | -16%[46.1 µM] | -11%[38.3 µM]
Cc1cc(SCC(=O)OCC(=O)NCc2ccc3c(c2)OCO3)c(C)cc1Br | 7% | 3.2% | 7% | 14% | 1% | 0% | -4%
CCOc1ccc(N(CC)C(=O)c2nn(-c3ccc(OC)cc3)c(=O)c3c2c2ccccc2n3C)cc1 | · | 1.7%&-1.3% | 8% | 25% | 0% | -37% | -21%
CC(C)(C)C(=O)NCCCc1nc2ccccc2n1CCCOc1ccc(Cl)cc1 | -5% | -1.1% | -1% | ? | -3% | ? | 10%[38.3 µM]
CCCCC1=NN(C(=O)c2ccco2)C(O)(C(F)(F)F)C1 (configuration not stated) | 1% | 9.5% | 7% | 2%[9.22 µM] | 1% | 5% | 3%
C1CCN(c2nc(N3CCCCC3)nc(N3CCNCC3)n2)CC1 | -5% | 1.0% | 5% | 6% | -3% | 18%[46.1 µM] | -6%[38.3 µM]
Cc1ccc(S(=O)(=O)N2CCC(C(=O)O)CC2)cc1C(=O)O | 26% | 0.7% | 18% | 3% | 3% | -9%[46.1 µM] | -14%[38.3 µM]
COc1cc(S(=O)(=O)N2CCN(C)CC2)c(OC)cc1Br | · | 0.0% | 8% | 14% | 3% | -2%[46.1 µM] | 13%[38.3 µM]
CCOC(=O)c1nonc1NC(C)=O | 8% | -0.8% | -2% | -2% | 0% | 6%[46.1 µM] | 2%
Cc1ccc(-c2c3c(=O)n(C)c(=O)n(C)c3cn2Cc2ccccn2)cc1 | · | -0.1% | 0% | 1% | -2% | -13%[46.1 µM] | 16%[38.3 µM]
Cc1nc2ccccc2cc1C(=O)N/N=C/c1ccc([N+](=O)[O-])cc1 | -2% | 2.6% | -10% | 12% | 2% | 5% | 8%
CCOC(=O)Cc1csc(NC(=O)C(C)c2ccc([N+](=O)[O-])cc2)n1 (configuration not stated) | -3% | -0.4% | 17% | 2% | 3% | -30% | 19%
COc1cc(C(=O)N(C)c2nnc(-c3cccnc3)s2)cc(OC)c1OC | · | -1.1% | 4% | -1% | -2% | -10%[46.1 µM] | 21%[38.3 µM]
CCCc1cc(=O)n2[nH]c(NCc3ccccc3Cl)nc2n1 | 7% | -1.0% | 5% | 4%[9.22 µM] | 1% | -2%[46.1 µM] | -5%[38.3 µM]
CCC(=O)Oc1ccc2c(c1)OC1(OC(C)=O)OC(C)CC1=C2C (configuration not stated) | 1% | 0.9% | 4% | -2%[9.22 µM] | · | 19% | ·
COc1ccc(S(=O)(=O)Oc2cccc(/C=N/N=C3/NC(=O)C(CC(=O)O)S3)c2)cc1 (configuration not stated) | -14% | -1.2% | -8% | -21%[9.22 µM] | · | -18% | -8%
CCC(=O)c1ccc(OCC(=O)O)cc1 | 15% | 0.5% | 9% | -4% | 11% | -14%[7.67 µM] | -1%[38.3 µM]
COc1ccc(N2CCN(CC(O)COc3ccccc3[N+](=O)[O-])CC2)cc1 (configuration not stated) | -4% | -1.3% | 4% | ? | -2% | 9% | 3%
O=C(c1nc2ccccc2s1)N1CCN(c2ccccn2)CC1 | · | 0.0% | 3% | -10% | 1% | -22%[46.1 µM] | 36%[38.3 µM]
CCNc1nc(CN2CCCCC2)nc2scc(-c3ccccc3)c12 | -4% | 0.0% | 2% | -24% | 4% | 19% | 12%
O=S(=O)(c1ccc(NC(=S)NCCC(c2ccccc2)c2ccccc2)cc1)N1CCOCC1 | -15% | -1.3% | 7% | ? | -1% | -6% | 1%
CS(=O)(=O)N(CC(=O)Nc1ccccc1Sc1ccccc1)C1CCCCC1 | · | -6.0% | 11% | ? | 0% | ? | 16%[38.3 µM]
Cc1ccc(NC(=O)CSCC(=O)N2CCOCC2)cc1 | 5% | -2.0% | 3% | -2% | 2% | -2%[46.1 µM] | -3%
CSc1ccc(Cc2ccc(Cl)cc2Cl)nn1 | 7% | -1.0% | 13% | 8% | 1% | -6%[46.1 µM] | 3%[38.3 µM]
O=C(Cc1cccs1)Nc1ccccn1 | -9%[11.4 µM] | -2.1% | 6% | 1% | -3% | -2%[46.1 µM] | 13%[38.3 µM]
CC(=O)Nc1ccc(S(=O)(=O)N2CCN(CCCOc3cc(C)ccc3C)CC2)cc1 | · | -1.0% | 7% | ? | 5% | -26%[46.1 µM] | 14%[38.3 µM]
CCC(=O)Nc1cc(C(=O)NCC2CCCN2CC)c(OC)cc1N(C)C (configuration not stated) | 0% | 0.0% | 5% | 7% | -5% | -18%[46.1 µM] | 24%[38.3 µM]
Cc1noc(C)c1-c1nccc(NCc2cccnc2)n1 | · | -0.8% | · | · | -3% | · | -2%
COc1cc(C(=O)NNC2=NC(C)(C)Cc3cc(C)c(C)cc32)cc(OC)c1OC | 6% | -0.1% | 1% | 6% | 2% | -1% | 1%
Cn1c(=O)[nH]c(=O)c2cc(C(=O)c3cc(F)ccc3O)cnc21 | -1% | -1.5% | 4% | -2% | 0% | 1% | -4%
CCCNC(=O)OC[C@H]1O[C@H](CCO/N=C/c2ccc(C(=O)N3[C@H](c4ccc(C)cc4)[C@@H](C)CC[C@H]3C(=O)OC)cc2)C=C[C@@H]1Oc1ccc(OC)cc1 | -7% | -3.1% | 6%[2.36 µM] | -6% | 0% | 1% | 8%
Nc1nc(SCC(=O)NCc2ccc(F)cc2)[nH]c(=O)c1NC(=O)c1ccc(Cl)cc1 | 13% | -3.0% | 0% | 3% | -2% | 18% | 2%
CSc1ccccc1C(=O)Nc1ncc(C)s1 | · | -0.2% | -5% | -19% | 10% | -5%[46.1 µM] | -28%[38.3 µM]
Cc1ccc(C)n1-c1sc2c(c1C#N)CCC(C)C2 (configuration not stated) | · | 0.5% | -3% | 6%[9.22 µM] | 1% | -20%[46.1 µM] | 51%[activator][38.3 µM]
Cc1ccccc1-c1nc2sc3c(c2c(=O)o1)CCC3 | -2% | 0.0% | -3% | -8% | -17% | -7%[46.1 µM] | 7%
O=C(CN1C(=O)COc2ccc(Cl)cc21)Nc1ccc2c(c1)OCCO2 | · | -1.8% | 8% | 6% | -4% | -5%[46.1 µM] | 17%[38.3 µM]
